# From PubChem
# JMJD2A Tudor: qHTS Assay for Inhibitors of JMJD2A-Tudor Domain; AlphaScreen JMJD2A-Tudor / H3K4me3 peptide binding; Lysine-specific demethylase 4A (Homo sapiens), O75164; Potency, µM (titrated, usually from 114 µM), for the others: top-dose activity change, negative = inhibition, usual class: inhibitors; actives 4.4% (n = 390,000); also: % is scaled to controls: 0 for no effect and ±100 for the full control effect; nearly all actives have a fitted effect of over 50% in size
# GLS inh: qHTS for Inhibitors of Glutaminase (GLS); Glutaminase kidney isoform, mitochondrial (Homo sapiens), O94925; actives 0.21% (n = 410,000); AID 624170, 2012; Potency, µM (series often up to 45.5 µM), inactives show at the highest dose activity change, negative = inhibition, hits mostly inhibitors; GLS enzymatic activity, qHTS titration; also: % is scaled to controls: 0 for no effect and ±100 for the full control effect
#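 Compounds were pin-transferred onto hKGA, after which L-glutamine (1 mM solution) and a detection mix of glutamate oxidase, HRP and Amplex Red were added. Initial and 30 min RT fluorescence reads were collected.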
# RGS4 inhibitor: Inhibitors of Regulator of G Protein Signaling (RGS) 4: qHTS. Regulator of G-protein signaling 4 (Homo sapiens), P49798. Transcreener GDP fluorescence polarization, RGS4-accelerated GTP hydrolysis. Potency, µM (top dose mostly 114 µM), for the others: top-dose activity change, negative = inhibition, usual class: inhibitors. actives 0.039% (n = 390,000). AID 504845, 2011; also: % is scaled to controls: 0 for no effect and ±100 for the full control effect; nearly all actives have a fitted effect of over 75% in size; some results filed as inactive show a strong effect at the top dose
# Target sequence (P49798 whole entry, looked up): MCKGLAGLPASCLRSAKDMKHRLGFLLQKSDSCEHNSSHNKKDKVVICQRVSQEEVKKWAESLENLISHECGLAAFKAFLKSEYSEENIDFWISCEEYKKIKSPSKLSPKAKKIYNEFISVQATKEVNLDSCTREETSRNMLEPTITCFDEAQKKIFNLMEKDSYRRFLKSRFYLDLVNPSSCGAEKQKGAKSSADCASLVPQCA
#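 MLSMR compounds (23 nl, pin-transferred) preincubated 10 min at room temperature with a 500nM (2x) first reagent, then RGS4 at 900nM (2x) plus Transcreener GDP mix added; fluorescence polarization (620/688 nm) read before and after 90 min at 30 °C.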
# 12-LOX inh: Primary qHTS assay for inhibitors of human arachidonate 12S-lipoxygenase (ALOX12): Round 2 | Polyunsaturated fatty acid lipoxygenase ALOX12 (Homo sapiens), P18054 | purified 12hLO, xylenol orange hydroperoxide absorbance | Potency, µM (titrated, usually from 108 µM), without a hit: at the highest dose activity change, negative = inhibition, most hits filed as inhibitors | actives 1.1% (n = 580,000); also: % is scaled to controls: 0 for no effect and ±100 for the full control effect
# Target sequence (P18054 whole entry, looked up): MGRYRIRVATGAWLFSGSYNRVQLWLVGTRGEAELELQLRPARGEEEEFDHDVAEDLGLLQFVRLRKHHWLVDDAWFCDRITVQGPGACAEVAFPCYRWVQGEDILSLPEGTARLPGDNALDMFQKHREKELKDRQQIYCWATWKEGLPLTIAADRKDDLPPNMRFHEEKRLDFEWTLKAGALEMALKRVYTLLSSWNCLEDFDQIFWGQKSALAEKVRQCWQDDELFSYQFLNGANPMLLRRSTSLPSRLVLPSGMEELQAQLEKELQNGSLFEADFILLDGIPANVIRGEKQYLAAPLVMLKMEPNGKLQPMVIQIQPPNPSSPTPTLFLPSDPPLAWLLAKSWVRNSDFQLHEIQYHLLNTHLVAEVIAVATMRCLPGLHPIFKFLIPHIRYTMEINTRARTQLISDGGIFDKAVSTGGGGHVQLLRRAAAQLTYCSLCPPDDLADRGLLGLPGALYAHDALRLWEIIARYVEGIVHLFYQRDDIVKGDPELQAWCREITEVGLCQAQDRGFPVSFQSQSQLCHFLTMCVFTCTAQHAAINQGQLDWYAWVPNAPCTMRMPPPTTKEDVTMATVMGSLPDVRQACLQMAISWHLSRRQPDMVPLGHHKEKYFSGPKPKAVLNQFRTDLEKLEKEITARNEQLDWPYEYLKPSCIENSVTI
#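 Purified human 12hLO at 150 nM in 25 mM Hepes, 0.01% Triton X-100, pH 7.0, preincubated 15 min at room temperature with compound. Reaction started with 40 uM arachidonic acid, 30 min at room temperature. Hydroperoxide measured by Fe-xylenol orange, 573/405 nm absorbance ratio.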
# HP1b chromo inh: HTS for Inhibitors of HP1-beta Chromodomain Interactions with Methylated Histone Tails | Chromobox protein homolog 1 (Homo sapiens), P83916 | AlphaScreen HP1-beta / biotin-H3K9me3 peptide binding | Potency, µM (series often up to 114 µM), without a hit: at the highest dose activity change, negative = inhibition, usual class: inhibitors | actives 0.56% (n = 390,000) | AID 540317, 2011; also: nearly all actives have a fitted effect of over 70% in size; inactives centre near 23
#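 Compound inhibition of the preformed complex between 50 nM HP1-beta and 50 nM biotinylated H3K9me3 peptide was read by AlphaScreen. Buffer was PBS pH 7.4 with 0.01% Tween-20. Incubations ran 30 min at room temperature, with 10 ug/mL donor/acceptor beads.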
# PGK inhibitor: qHTS Assay to Find Inhibitors of Phosphoglycerate Kinase | Potency, µM (titrated, usually from 57.5 µM), for the others: top-dose activity change, negative = inhibition, usual class: inhibitors | AID 602233, 2012 | Phosphoglycerate kinase, glycosomal (Trypanosoma brucei brucei), P07378 | actives 0.043% (n = 380,000) | PGK/GAPDH coupled, Kinase-Glo luminescence, 60 min; also: % is scaled to controls: 0 for no effect and ±100 for the full control effect; nearly all actives have a fitted effect of over 60% in size
#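 Luminescent ATP detection (Kinase-Glo Plus) follows a 60-minute room-temperature incubation, with wells lacking PGK as controls. Buffer: 100 mM TEA (pH 7.6), 5 mM MgCl2, 0.01% Tween-20. Coupling enzyme GAPDH (100 nM final) supplies unstable 1,3-BPG in-well.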
# TrxR1 inh: qHTS Assay for Inhibitors of Mammalian Selenoprotein Thioredoxin Reductase 1 (TrxR1): qHTS. recombinant rTrxR1, NADPH fluorescence consumption, selenite substrate. Potency, µM (doses to about 114 µM), without a hit: top-dose activity change, negative = inhibition, hits mostly inhibitors. actives 1% (n = 390,000). AID 588453, 2011; also: % is scaled to controls: 0 for no effect and ±100 for the full control effect; nearly all actives have a fitted effect of over 65% in size
#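 Rat TrxR1 (90 nM in the dispensed reagent) was pre-reduced with 400 uM NADPH for 5 min at room temperature, then incubated with compound for 15 min. After 400 uM selenite was added, NADPH fluorescence (Ex 340/Em 450 nm) was followed for 8 min.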
# ERG Ets-DNA blk: qHTS for Small Molecule Inhibitors of the ERG Ets/DNA interaction | Potency, µM (titrated, usually from 76.9 µM), without a hit: top-dose FP activity, negative = inhibition, most hits filed as inhibitors | fluorescence polarization, His-ERG Ets domain / labelled DNA | actives 0.028% (n = 370,000) | Transcriptional regulator ERG (Homo sapiens), P11308; active = well fitted inhibition curve with a large enough effect in the polarisation, with a control signal flat; inconclusive = small, poorly fitted or top-dose-only effect, or effect the other way, or a change in a side signal; inactive = no such curve, though single readings can be large or run the other way; the % refers to the polarisation;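 also: polarization taken with two DNA probes labelled with fluorescein and Texas red; % of control where 0% means no effect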
#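 His-tagged ERG Ets domain (1 uM in the protein solution; 300mM KCl, 50mM Tris-HCl, 1mM EDTA, 1mM DTT, pH 7.5) received compound, then a probe mix of 5 nM fluorescein-DNA and 100nM Texas-615-DNA. Fluorescence polarization was read for both dyes.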
# Pin1 inhibitor: qHTS Assay to Find Inhibitors of Pin1. Pin1 FP peptide displacement, HiFluor488, 10 min. Potency, µM (titrated, usually from 115 µM), for inactives: at the highest dose activity, negative = inhibition, actives largely listed as inhibitors. actives 0.009% (n = 390,000). AID 504891, 2011; active = well fitted inhibition curve with a large enough effect in the polarisation, with a control signal flat, not every such curve was filed as active; inconclusive = small, poorly fitted or top-dose-only effect, or effect the other way, or a change in a side signal; inactive = no such curve, though single readings can be large or run the other way; the % refers to the polarisation; also: % is scaled to controls: 0 for no effect and ±100 for the full control effect
# Target sequence (Q13526 whole entry, looked up): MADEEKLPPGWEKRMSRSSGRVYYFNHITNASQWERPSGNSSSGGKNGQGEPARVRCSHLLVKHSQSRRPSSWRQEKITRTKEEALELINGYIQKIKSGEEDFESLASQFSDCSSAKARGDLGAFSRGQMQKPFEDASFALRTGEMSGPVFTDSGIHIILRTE
# Numbers without * were called inactive; i = inactive; ? = inconclusive; · = no result given; & = joins results of further samples; [ ] = another dose, or the depositor's remark. Unless noted, calls follow the shape of the dose curve; as a rule, active = well fitted curve in the direction sought with a large enough effect; inconclusive = small, poorly fitted or top-dose-only effect, or another doubt; inactive = no such curve, though single readings can be large; an effect the other way counts as inactive or inconclusive. Potency is read from the fitted curve at half-maximal effect. Only part of the results is shown. The share of hits here may be higher or lower than overall.
JMJD2A Tudor	GLS inh	RGS4 inhibitor	12-LOX inh	HP1b chromo inh	PGK inhibitor	TrxR1 inh	ERG Ets-DNA blk	Pin1 inhibitor	compound
-13%	0%	-20%	47%[activator]	24%	-5%	17%	-9%	1%	CCN(CC(=O)Nc1ccc2c(c1)OCCO2)C(=O)CN1C(=O)NC(C)(c2ccc(C)cc2)C1=O (stereo unspecified)
-14%	-1%	27%	1%	25%	-2%	12%	4%	-5%	CC1CCCCN1C(=O)CN(C)S(=O)(=O)c1cccc2nsnc12 (stereo unspecified)
-12%	-6%	1%	1%	44%[activator]	0%	1%	-22%	2%	Cc1n[nH]c(=O)c2c(NC(=O)CSc3nnc(-c4ccco4)n3C)oc(C)c12
-15%	-4%	20%	43%[activator]	-3%	4%	13%[57.1 µM]	11%	1%	COCCNC(=O)Cc1c(C)c2c(cc(C)c3c(C(C)(C)C)coc32)oc1=O
91%[activator]	13%	7%	-13%	130%[activator]	i	62%[activator]	-3%	-1%	CCN(C(=O)c1cc2c(s1)-c1c(C)cccc1OC2)c1cc(C)ccc1C
-17%	0%	3%	-10%	15%	i	4%	-6%	0%	COc1ccc(CCNc2ccc(C(=O)O)cc2[N+](=O)[O-])cc1OC
-1%	-7%	3%	201%[activator]	39%	-3%	18%	7%	1%	COc1ccc(Br)c(OC)c1C(=O)NC(=O)Nc1nc(C)cc(C)n1
3%	-22%	-10%	-18%	67%[activator]	-8%	6%	4%	-1%	COc1ccc(CN(Cc2ccco2)C(=O)COc2ccc(Cl)cc2C)cc1
-11%	0%	-5%	-17%	24%	·	13%	2%	?	CCOc1cc(C2NC(=O)c3c(sc4c3CCN(C)C4)N2)ccc1OC(=O)c1ccc(F)cc1 (stereo unspecified)
-14%	23%	3%	10%	17%	-9%	-1%	0%	-9%	O=C(COc1ccc2c(c1)oc(=O)c1ccccc12)N[C@@H](Cc1c[nH]c2ccccc12)C(=O)O
0%	9%	11%	?	19%	1%	2%[57.1 µM]	1%	-4%	C#CCNc1ccc([N+](=O)[O-])cc1
-6%	1%	-26%	?	56%[activator]	-3%	13%[57.1 µM]	-5%	0%	O=C(NCc1ccc2c(c1)OCO2)c1cc(F)c(F)cc1Cl
-1%	-1%	-4%	25%&-1%	48%[activator]	-16%	37%[activator]	0%	0%	COc1ccc(COc2ccc3c(C)cc(=O)oc3c2)cc1
-10%	-1%	26%	9%	26%	7%	-7%	0%	-5%	O=C(CCCOc1ccc(Br)cc1)NNC(=O)c1ccncc1
-29%	1%	2%	-20%	29%	3%	-10%	-1%	-10%	CC(C)(Oc1cccc2ccccc12)C(=O)O
4%	1%	-26%	-12%	44%[activator]	-8%	15%	-3%	1%	CCN(CC(=O)Nc1ccccc1C(F)(F)F)C(=O)Cc1ccc2c(c1)CCC2
-17%	-4%	6%	192%[activator]	45%[activator]	8%	12%	1%	8%	Cc1cc(Br)c(OCC(=O)NN)c2c1CCC2
-4%	0%	-4%	-7%	13%[57 µM]	6%	16%[57.1 µM]	8%	-3%	CCc1ccc(Cn2c(CNS(=O)(=O)c3ccc(Cl)s3)nc3cccnc32)cc1
-5%	2%	28%	-11%	19%	1%	9%	2%	4%	Cc1cc(C)c(NS(=O)(=O)c2ccc(Cl)c(C(=O)O)c2)c(C)c1
-5%	-1%	-6%	-10%	25%	-14%	-3%	-7%	-3%	CCN(CC)CCN(C(=O)c1ccc(C(C)=O)cc1)c1nc2ccc(Cl)cc2s1
-25%	14%	5%	0%	7%	-1%	12%	4%	-2%	O=C(C[n+]1ccc(/C=N/O)cc1)NC(=O)Nc1ccccc1
7%	-4%	-27%	0%[57.4 µM]	26%	-2%	4%	-9%	-10%	Cc1[nH]c2ccccc2c1C(=O)CNc1nccs1
-15%	1%	19%	-11%	13%	i	-7%[57.1 µM]	-2%	10%	COc1ccc(CCNC(=O)c2ccc(N(C)S(=O)(=O)c3ccc(C)cc3)cc2)cc1
?	25%	7%	-23%	-14%	2%	-7%	·	-1%	CCCOc1ccc(-c2csc(N)n2)cc1[N+](=O)[O-]
12%	9%	10%	?	5%	1%	9%[57.1 µM]	-8%	-4%	Cc1nc2ccccc2n1CC(=O)OCC(=O)NCCc1ccccc1
?	?	-90%[56.9 µM]	2%	22%	-2%	-4%	-4%	2%	CC(=O)N1c2ccc(S(=O)(=O)NCCC(=O)Nc3ccc(OC(F)(F)F)cc3)cc2CC1C (stereo unspecified)
-12%	3%	8%	26%	20%	·	20%	·	-6%	CCOC(=O)C(CCc1nnc(N)s1)C(=O)OCC
-5%	-3%	-33%	?	20%	-5%	-4%[57.1 µM]	2%	-1%	CC1(C)Cc2c(c(=S)nc(-c3ccccc3)n2CCO)CO1
-7%	-4%	-1%[11.4 µM]	-2%	62%[activator]	0%	21%	12%	4%	O=C(NCc1nnc(SCC(=O)N2CCCc3ccccc32)o1)c1c(F)cccc1Cl
-15%	-15%	-2%[56.9 µM]	-5%	52%[activator]	-1%	16%	-6%	?	COC(=O)c1ccc(CNC(=O)C2CCC(=O)N(Cc3ccccn3)C2)cc1 (stereo unspecified)
-22%	-3%	0%&-21%	0%	15%[57 µM]	0%	3%&2%	3%	?	O=C(CNC(=O)Cc1ccccc1)NCC(=O)OCC(=O)c1cccc2ccccc12
-17%	5%	-14%	8%	-6%	5%	0%[57.1 µM]	9%	5%	Nc1ccccc1OCCOc1ccccc1N
-22%	5%	9%	0%	-1%	4%	-6%	1%	-4%	COc1cccc(-c2ccc(NC(=O)C3CCCN(Cc4cnc(C)s4)C3)cc2)c1 (stereo unspecified)
-9%	1%	18%[11.4 µM]	2%	19%	2%	-14%	14%	-3%	CC(NC(=O)c1cn(C(C)c2ccccc2F)nn1)c1ccncc1 (stereo unspecified)
5%	-1%	-14%	1%	29%	-15%	11%[57.1 µM]	-2%	5%	CC(=O)c1cccc(NC(=O)c2cc(-n3cnnc3)ccc2Cl)c1
-16%	0%	12%	-22%	9%	i	1%[57.1 µM]	-1%	-10%	CN(Cc1ccccc1)S(=O)(=O)c1cccc2nsnc12
-21%	-1%	10%[11.4 µM]	-10%	1%	9%	-2%	4%	-2%	COc1ccccc1S(=O)(=O)Cc1ccc(C(=O)NCc2ccccc2)o1
-4%	0%	24%	0%	16%	-4%	-14%	10%	0%	C=CCOC(=O)COc1ccc2c(C)c(C)c(=O)oc2c1
-4%	1%	10%	-10%	31%	·	16%	·	1%	O=C(c1ccccc1NS(=O)(=O)c1ccc2c(c1)OCCO2)N1CCOCC1
-14%	1%	-21%	-22%	18%	2%	7%	-1%	-1%	Cc1ccc2nc(SCC(=O)Nc3cccc(Cl)c3)nc(=O)n2c1

# By substructure, those above containing a CF3 group.
JMJD2A Tudor	GLS inh	RGS4 inhibitor	12-LOX inh	HP1b chromo inh	PGK inhibitor	TrxR1 inh	ERG Ets-DNA blk	Pin1 inhibitor	compound
4%	1%	-26%	-12%	44%[activator]	-8%	15%	-3%	1%	CCN(CC(=O)Nc1ccccc1C(F)(F)F)C(=O)Cc1ccc2c(c1)CCC2
?	?	-90%[56.9 µM]	2%	22%	-2%	-4%	-4%	2%	CC(=O)N1c2ccc(S(=O)(=O)NCCC(=O)Nc3ccc(OC(F)(F)F)cc3)cc2CC1C (stereo unspecified)

# Next compounds.
JMJD2A Tudor	GLS inh	RGS4 inhibitor	12-LOX inh	HP1b chromo inh	PGK inhibitor	TrxR1 inh	ERG Ets-DNA blk	Pin1 inhibitor	compound
-28%	24%	25%	?	19%	-3%	6%	-6%	0%	COc1ccc2nc(N/C(=N/S(=O)(=O)c3cccs3)c3ccccc3Cl)sc2c1
-4%	2%	38%	-13%	18%	-4%	21%[57.1 µM]	-2%	2%	Cc1c(NC(=O)COc2ncnc3c(Cl)cc(Cl)cc23)c(=O)n(-c2ccccc2)n1C
79µM*	10%	-26%	3%	-22%	8%	-8%	-1%	4%	Cc1ccc(NCc2nnc(SCC(=O)NCc3ccco3)n2CC2CCCO2)cc1Cl (stereo unspecified)
?	13%	-12%	?	43%[activator]	i	-1%	-8%	-3%	C#CCOCCOCCOCCNc1nc(N2CCN(C(=O)[C@H]([C@@H](C)O)n3cc(CCCCN)nn3)CC2)nc(N2CCN(C(=O)[C@H](Cc3ccc(O)cc3)n3cc(CCO)nn3)CC2)n1
-15%	1%	-8%[56.9 µM]	0%	34%	-6%	-19%	3%	-2%	COc1ccccc1C(=O)Nc1onc(C)c1C#N
13%	-4%	-13%	0%	23%	-6%	-6%	7%	4%	CCC(CC)C(=O)NCCc1ccc(F)cc1
-24%	-22%	19%[56.9 µM]	185%[activator]	24%	-11%	-6%	-6%	1%	Cc1ccc(C2(CCNCc3ccco3)CCOC(C(C)C)C2)cc1 (stereo unspecified)
1%	-10%	28%	-4%	11%	-12%	23%	1%	2%	COc1ccc(Cl)cc1NC(=O)CCc1nnc2ccc(N3CCC4(CC3)OCCO4)nn12
